Source: PubChem BioAssay (several laboratories)
NOD1 NF-kB reporter: NOD1 signaling inhibitors, primary screen, cell-based, luminescence, uHTS (AID 1578); actives 1% (n = 290,000); inhibition, % at 4 µM; hits with a dose series show EC50 in µM; NOD1-driven NF-kB luciferase reporter cells, luminescence; higher % means a stronger effect; in the data active means inhibition mostly above about 36%, no sharp cut-off; inactive means mostly below about 34%;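 further: HEK-293T reporter cells stimulated with the NOD1 agonist gamma-tri-DAP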
GPR55 beta-arrestin: GPR55 agonists via beta-arrestin recruitment, primary screen, imaging, U2OS cells, beta-arrestin-GFP redistribution (AID 1961); U2OS GPR55 beta-arrestin-GFP redistribution imaging; higher % means a stronger effect; one-dose activation, % at 10 µM; EC50 in µM for titrated hits; actives 0.048% (n = 290,000);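 active means activation above 40% with more than 50 cells counted in the well; inconclusive means wells holding fewer than 50 cells, flagged as toxic or sparse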;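 further: U2OS osteosarcoma cells stably expressing GPR55 and beta-arrestin-GFP; plate controls were DMSO negative control for no effect and LPI positive control for full effect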
GPR55 LPI antagonism: GPR55 antagonists blocking LPI-driven arrestin recruitment, primary screen, imaging, U2OS, beta-arrestin-GFP, LPI agonist (AID 2013); one-dose inhibition, % at 10 µM; IC50 in µM for titrated hits; U2OS GPR55 beta-arrestin-GFP translocation imaging, LPI antagonism; higher % means a stronger effect; actives 0.13% (n = 290,000);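 active means spots per cell inhibited over 60%, with over 100 cells counted and total cytoplasm intensity under 500,000; inconclusive means wells with under 100 cells, flagged as likely toxic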;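 further: U2OS cells stably carrying GPR55 and arrestin-GFP stimulated by 5 µM LPI near EC80; imaged beta-arrestin-GFP aggregate spots per cell after agonist stimulation; plate controls were LPI-stimulated DMSO wells for no effect and DMSO wells without LPI for full effect; some results filed as inactive read as strong as hits; confirmed hits need IC50 under 10 µM and bright autofluorescent wells are also inconclusive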
HEK293 NOD2/NF-kB: inhibition of NOD2-driven NF-kB reporter – cell-based, luminescence, uHTS, HEK293 (AID 1566). HEK293 NOD2/NF-kB luciferase reporter, luminescence; higher % means a stronger effect. inhibition, % at 4 µM, or EC50 in µM where a hit was titrated. actives 0.63% (n = 290,000); further: many of its hits are not listed in these tables
NTR1 agonist: NTR1-driven beta-arrestin-GFP spot formation – imaging, U2OS cells, high content, primary screen (AID 493036) | actives 0.17% (n = 330,000) | activation, % at 20 µM | agonist mode | P30989;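 active means activation at or above 40% of the spot to cytoplasm intensity ratio, with at least 20 cells analyzed; inconclusive means wells under 20 cells, flagged as cytotoxic or low count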;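 further: 0% = DMSO without peptide and 100% = 100 nM NTR1 peptide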
Target sequence (P30989 whole entry, looked up): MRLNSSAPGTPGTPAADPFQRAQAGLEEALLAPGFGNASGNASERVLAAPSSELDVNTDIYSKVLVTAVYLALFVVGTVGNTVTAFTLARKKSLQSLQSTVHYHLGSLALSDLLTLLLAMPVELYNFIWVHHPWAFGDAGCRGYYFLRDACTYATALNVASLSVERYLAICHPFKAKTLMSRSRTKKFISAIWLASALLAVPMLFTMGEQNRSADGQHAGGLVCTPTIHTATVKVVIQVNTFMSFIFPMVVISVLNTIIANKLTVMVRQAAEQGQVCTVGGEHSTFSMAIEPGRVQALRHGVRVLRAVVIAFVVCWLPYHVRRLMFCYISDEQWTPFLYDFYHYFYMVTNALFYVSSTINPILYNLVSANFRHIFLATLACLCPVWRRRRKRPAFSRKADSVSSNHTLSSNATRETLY
KOR beta-arrestin-1: kappa opioid receptor blockers – cell-based, luminescence, uHTS (AID 1778) | KOR beta-arrestin recruitment, luminescence, antagonist mode; higher % means a stronger effect | inhibition, % at 10 µM, or IC50 in µM where a hit was titrated | actives 0.091% (n = 290,000); further: strong numbers were not always called active
KOR beta-arrestin-2: KOR agonists, beta-arrestin recruitment, primary screen, cell-based, luminescence, uHTS (AID 1777); KOR beta-arrestin recruitment, luminescence; higher % means a stronger effect; one-dose activation, % at 10 µM; EC50 in µM for titrated hits; actives 0.02% (n = 280,000); in the data active means activation above about 50%, passing the limit was not always enough; further: a part of the inactive calls stands beside numbers as strong as those of hits
T cell modulator: T cell immune modulators affecting CD8 T cell-vesicle binding. 2C CD8+ T cell-vesicle binding, flow cytometry; stronger effect = lower value. calls only at 7 µM. actives 0.068% (n = 330,000);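 active means response, share of CD8 T cells binding vesicles, and their 90th percentile fluorescence all below set limits, cut at about 80% in these data, passing the limit was not always enough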
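Material: 2C TCR transgenic mouse naive CD8+ T cells, MACS-purified. Also added: QL9-charged Drosophila Ld/ICAM-1/B7-1 vesicles. Timing: binding 1.5 h at 37 °C. Measured by: high-throughput flow cytometry with anti-B7-1 and anti-CD8 staining. Read-out: percent CD8+ FL2 mean versus row control. Controls: Unloaded micro-vesicles (low), QL9 vesicles with 0.7% DMSO (high).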
Myeloid diff 2: promotes myeloid progenitor differentiation; ER-HoxA9 myeloid progenitors, lysozyme-GFP differentiation, flow cytometry; calls only at 10 µM; actives 1% (n = 360,000);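 active means normalized GFP-positive differentiation at or above the plate's own cutoff, the solvent-only control mean plus 3 SD; inconclusive means no clear call, values can overlap the other calls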;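 further: cells exposed to compound for four days before flow analysis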
T cell modulator vesicle-bound %: further read-out of T cell modulator, marked with its call; double positive events, %; measured here: CD8+ vesicle-bound cell fraction;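 binding gate set so that unloaded-vesicle control wells show 10% double positive cells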
NTR1 agonist cell count 20 µM: also measured in NTR1 agonist; calls as there; cell count; measured here: cell count, cytotoxicity flag
Myeloid diff 2 GFP+ MAC1+ %: further read-out of Myeloid diff 2, marked with its call; GFP+ MAC1+ double positive, %; measured here: differentiation confirmed by MAC1 staining
Starred values were filed as active, the others as inactive; i = inactive; ? = inconclusive; . = not tested or not shown; [ ] = another dose, or the depositor's remark. Unless noted, no stated cut-off is given here; in the data, active means inhibition above about 50%; inactive means the rest.

#	Compound	NOD1 NF-kB reporter	GPR55 beta-arrestin	GPR55 LPI antagonism	HEK293 NOD2/NF-kB	NTR1 agonist	NTR1 agonist cell count 20 µM	KOR beta-arrestin-1	KOR beta-arrestin-2	T cell modulator	T cell modulator vesicle-bound %	Myeloid diff 2	Myeloid diff 2 GFP+ MAC1+ %
1	N=C1/C(=C\c2ccc(OCc3ccccc3)cc2)C(=O)N=C2SC(N3CCCC3)=NN12	-5%	-0.1%	5%	1%	.	.	-26%	-1.4%	.	.	.	.
2	CC(Sc1nnc(-c2ccccc2F)n1C1CC1)C(N)=O (stereo unspecified)	-23%	-0.3%	0%	8%	0.8	58	-20%	1.1%	i	26	i	0.2
3	O=C(C1=NN(c2ccccc2)C2C(=O)N(c3ccccc3)C(=O)C12)c1ccccc1 (stereo unspecified)	15%	-0.1%	12%	-3%	0.4	40	-16%	4.7%	i	45	i	0.6
4	CCOCCCn1c(=O)c2ccccc2n2c(=S)[nH]nc12	-4%	0.0%	-6%	-15%	-1.3	107	-35%	4.6%	i	50	i	0.4
5	Cc1ccnc(NC(=O)c2ccc(Cl)c(NC(=O)C(C)Oc3ccccc3)c2)c1 (stereo unspecified)	-33%	-0.1%	-2%	-4%	2.4	40	4%[20 µM]	3.8%	i	47	i	0.4
6	CC1=C(C)SC(=C(C#N)c2nnc(N3CCOCC3)n2-c2ccccc2)S1	-22%	0.4%	-7%	14%	-1.7	33	-36%	-2.5%	i	25	.	.
7	CC(C)[C@H](NC(=O)c1ccco1)C(=O)Nc1ccc(OC(F)F)cc1	-8%	0.0%	-2%	1%	-0.9	81	-8%	-5.1%	i	54	i	0.1
8	CN1C(=O)N(C)C2(C)CC1(C)N(C)C(=O)N2C	-16%	0.0%	8%	-8%	0.4	67	-6%	-1.9%	i	39	i	0.4
9	CCCCOC(=O)Cn1c(=N)n(CCC)c2ccccc21	-30%	-0.1%	10%	12%	-0.4	51	-13%	-0.7%	i	51	i	0.4
10	COc1ccc(OC)c2nc(-c3ccncc3)ccc12	-19%	-0.1%	3%	10%	0.9	47	-40%	2.8%	i	61	i	0.4
11	Cc1ccc(S(=O)(=O)NCC(=O)Nc2ccc3c(c2)OCO3)cc1	-6%	0.0%	-7%	4%	0.1	49	-8%	2.3%	i	30	i	2.1
12	COc1cc(/C=N/NC(=O)c2cc3c(ccc4ccccc43)o2)cc(OC)c1O	.	-0.1%	4%	.	0.4	49	-36%	4.7%	i	16	i	0.0
13	Cc1ccc2nc(NC(=O)Cn3cc4c(n3)CCCCC4)sc2c1	-37%	-0.2%	3%	-11%	-2.0	90	4%	-2.7%	i	25	i	2.0
14	CC(=O)C(Sc1nc(-c2ccc(F)cc2)nc2c1c(=O)n(C)c(=O)n2C)C(C)=O	-13%	-0.1%	9%	-7%	.	.	0%	-5.4%	.	.	.	.
15	COc1cc(C2SCC(=O)N2Cc2ccccc2)ccc1O (stereo unspecified)	2%	0.0%	3%	-4%	3.6	86	-25%	-2.1%	i	10	i	0.5
16	COC(=O)C1CCN(C(=O)CC(NC(=O)C(F)(F)F)c2cccs2)CC1 (stereo unspecified)	-3%	0.3%	2%	24%	-2.2	88	14%	-25%	i	49	i	0.6
17	O=C(NC(c1ccccc1)c1c(O)ccc2ccccc12)c1ccccc1Cl (stereo unspecified)	14%	-0.1%	24%	-5%	9.9	55	-26%	-2.5%	i	20	i	5.9
18	Cc1[nH]n(C)c(=O)c1[N+](=O)[O-]	-12%	-0.3%	5%	6%	0.2	68	-3%	1.1%	i	24	i	0.3
19	Cc1nc2ccc(Br)cn2c1C(=O)N/N=C\c1ccccc1[N+](=O)[O-]	-18%	0.0%	-14%	2%	3.1	44	-44%[20 µM]	-4.3%	i	39	i	0.1
20	CCN(CC)C(=S)SCC(=O)Nc1nc(-c2ccccc2)c(-c2ccccc2)o1	72%*	0.5%	29%	-3%	1.0	97	0%	-0.3%	i	53	i	0.1
21	Cc1cccc(CNC(=O)Cn2ccc3cc(S(=O)(=O)N4CCCCCC4)ccc32)c1	-26%	-0.1%	-3%	7%	0.5	78	34%	1.0%	i	23	?	.
22	COc1ccc(CCNC(=O)c2c(C)noc2C)cc1	-4%	-0.1%	13%	6%	-0.2	29	-25%	2.5%	i	14	i	6.8
23	O=C(CSc1nnc(NC2CCCCC2)s1)NCc1ccco1	-22%	0.6%	12%	22%	1.2	33	9%	-3.5%	i	35	i	0.3
24	FC(F)(F)c1cc(Sc2ccccc2)nc(-c2ccccn2)n1	.	-0.1%	-9%	.	2.9	92	6%	-3.6%	i	27	i	0.3
25	CSCC[C@H](NC(=O)OC(C)(C)C)c1nnc(SCc2cccc(F)c2)o1	-4%	-0.1%	-16%	22%	2.2	39	-11%	7.9%	i	48	i	0.3
26	CCOC(=O)N1CCN(C(=O)CN(C)S(=O)(=O)c2ccc(OCC)cc2)CC1	-31%	0.2%	0%	2%	1.6	51	-18%	-0.8%	i	.	i	0.5
27	N#Cc1ccsc1NC(=O)CN1CCN(c2ccccn2)CC1	-12%	-0.1%	-2%	8%	0.4	29	-11%	-9.7%	i	56	i	1.3
28	CCOC(=O)C1=C(c2ccccc2)NC(=O)NC1c1cc(OC)c(OC)cc1OC (stereo unspecified)	-9%	-0.1%	13%	17%	0.8	41	-8%	5.1%	i	28	i	1.0
29	CCN1CCc2nc3ccccc3c(C(=O)Nc3ccc(C#N)cc3)c2C1	-24%	-0.6%	-6%	-1%	-0.6	28	-38%	2.3%	i	25	i	0.7
30	COC(=O)c1ccc(NC(=O)CCn2c(=O)oc3ccccc32)cc1	-14%	-0.1%	-10%	-2%	-1.7	74	-7%	0.5%	i	54	i	0.6

Screen by screen, from the results shown.
KOR beta-arrestin-2, compounds 2–7: 1.1%, 4.7%, 4.6%, 3.8%, -2.5%, -5.1%
GPR55 LPI antagonism, compounds 2–7: 0%, 12%, -6%, -2%, -7%, -2%

More structures
#	Compound	NOD1 NF-kB reporter	GPR55 beta-arrestin	GPR55 LPI antagonism	HEK293 NOD2/NF-kB	NTR1 agonist	NTR1 agonist cell count 20 µM	KOR beta-arrestin-1	KOR beta-arrestin-2	T cell modulator	T cell modulator vesicle-bound %	Myeloid diff 2	Myeloid diff 2 GFP+ MAC1+ %
31	CN(c1ccccc1)S(=O)(=O)c1cccc(NC(=O)Cn2cnc3ccccc3c2=O)c1	1%	0.2%	5%	13%	0.9	54	-2%	4.8%	i	46	i	0.2
32	Cc1cc(C)c(SCCc2ccncc2)c(C)c1	48%	-0.3%	-19%	36%	3.0	59	-28%	3.2%	i	50	i	0.3
33	CCOn1c(=O)c(=O)n(OC)c2ccccc21	2%	-0.1%	10%	11%	0.4	45	6%	0.8%	i	30	i	0.9
34	CSc1nnc(C(C)(C)C)c(=O)n1/N=C/c1ccccc1O	-8%	0.2%	5%	2%	3.7	69	-9%	0.7%	i	31	i	0.5
35	Cc1cccc2c(=O)c(-c3ccc(Cl)cc3)c(NC(=O)c3ccco3)oc12	41%	-0.1%	13%	18%	2.4	63	4%	5.1%	i	32	i	4.2
36	COc1ccc(S(=O)(=O)N2CCC(C(=O)NCc3cccnc3)CC2)cc1OC	-2%	0.1%	-8%	-15%	1.4	45	11%	4.1%	i	26	i	0.9
37	CCOc1ccc(NC(=O)CN(C)C(=O)c2cccnc2Sc2ccc(C)c(C)c2)cc1OCC	-11%	-0.1%	4%	5%	0.7	60	-3%	4.4%	i	36	?	.
38	Cc1ccc(N2CC(C(=O)NC3CC3)CC2=O)cc1Cl (stereo unspecified)	0%	-0.1%	-3%	13%	0.0	62	4%	-4.8%	i	33	i	0.8
39	Cc1nc(NS(=O)(=O)c2ccccc2)sc1C(C)(C)C	47%	0.3%	-3%	5%	1.6	35	-13%	2.4%	i	51	i	1.5
40	COc1ccc(-c2cn3c(C)c(C(=O)N4CCN(c5ccccc5F)CC4)sc3n2)cc1	7%	1.4%	7%	26%	1.7	94	-34%[20 µM]	-2.9%	i	38	i	5.0
41	Cc1cc(C(=O)N/N=C\c2ccc(COc3ccc([N+](=O)[O-])cc3)o2)ccc1[N+](=O)[O-]	-30%	-0.4%	1%	-5%	-1.8	102	12%	-4.8%	i	9	i	1.5
42	CC(C)(C)C(=O)Nc1ccc(C(=O)OC2CCCCC2)cc1	-74%	-0.1%	-6%	-54%	-1.1	41	5%	1.2%	i	22	?	.
43	ClC(Cl)(Cl)c1nc2ccccc2n2nncc12	-10%	-0.1%	-2%	-32%	0.3	43	-12%	-4.1%	i	17	?	.
44	C[C@H](NC(=O)C1(c2ccccc2)CCN(C(=O)OC(C)(C)C)CC1)C(=O)N[C@@H](C(=O)O)c1ccccc1	0%	-0.2%	1%	8%	-0.8	79	-1%[20 µM]	-4.9%	i	28	i	1.7
45	Cc1ccc2oc(-c3ccccc3)c(C(=O)O)c(=O)c2c1	-37%	0.0%	30%	-126%	3.8	46	5%	-0.5%	i	28	i	3.0
46	NS(=O)(=O)c1ccc(N/N=C/c2ccccc2Br)cc1	-40%	-0.4%	8%	-27%	0.9	41	-2%	-7.1%	i	14	i	0.6
47	COC(=O)C(NC(=O)CSc1nc(N)cc(=O)[nH]1)c1ccccc1 (stereo unspecified)	-59%	0.3%	-2%	18%	0.1	34	-8%	1.5%	i	64	i	0.3
48	CCOc1ccccc1N/C(=C(/C(Cl)=C(Cl)Cl)[N+](=O)[O-])n1cncn1	3%	-0.1%	6%	-2%	0.9	42	13%	-3.9%	i	42	i	8.0

Three of the entries above in order of the T cell modulator vesicle-bound % value, rising.
#	structure	T cell modulator vesicle-bound %
18	Cc1[nH]n(C)c(=O)c1[N+](=O)[O-]	24
6	CC1=C(C)SC(=C(C#N)c2nnc(N3CCOCC3)n2-c2ccccc2)S1	25
35	Cc1cccc2c(=O)c(-c3ccc(Cl)cc3)c(NC(=O)c3ccco3)oc12	32

Only part of the results is shown. The share of hits here may be higher or lower than overall.
